NPR1 activator = GC-A (human) enzyme activation. P16066. 370,000 tested, 0.14% active. AID 1671463. activation, % at 10 µM. HEK293 GC-A cells, cGMP TR-FRET, EC30 ANP; 0% at EC30 ANP, 100% saturating ANP; in the data active = activation above about 40%
KLK7 zymogen act = activates the human kallikrein-7 zymogen. 370,000 tested, 0.9% active. activation, % at 7 µM. P49862. purified proKLK7, EDANS-DABCYL substrate fluorescence; 100% is mature enzyme control, 0% vehicle. AID 652039;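 active = activation above the mean of all tested compounds plus 3 SD, computed per campaign excluding outliers beyond control limits, cut at about 13% in these data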
Target sequence (P49862 whole entry, looked up): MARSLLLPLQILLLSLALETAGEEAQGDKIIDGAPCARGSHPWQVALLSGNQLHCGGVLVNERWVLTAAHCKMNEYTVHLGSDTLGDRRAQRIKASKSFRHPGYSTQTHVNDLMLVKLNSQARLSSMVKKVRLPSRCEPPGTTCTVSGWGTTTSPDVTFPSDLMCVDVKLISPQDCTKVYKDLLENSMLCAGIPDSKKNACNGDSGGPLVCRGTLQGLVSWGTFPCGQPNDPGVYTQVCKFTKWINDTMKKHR
hgDAF12 agonist = agonists of H. glycines DAF-12 nuclear receptor. HEK293 GAL4-hgDAF12 UAS-luciferase reporter, agonist luminescence; normalized to butyrate control. activation, % at 6.8 µM. 370,000 tested, 1.8% active;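 active = activation above a cutoff set at the mean of all screened compounds plus 3 SD, cut at about 10% in these data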;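 also: 0% = DMSO wells and 100% = sodium butyrate wells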
ssDAF-12 act = activators of S. stercoralis DAF-12 nuclear receptor; HEK293 ssDAF-12/GRIP1 lit1-tk-luc reporter, luminescence; % of 3 µM dafachronic acid response; activation, % at 6.8 µM; 370,000 tested, 1% active; AID 652126;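 active = activation above the mean over all tested compounds plus 3 SD, cut at about 0.9% in these data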;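 also: 0% = DMSO-only wells and 100% = 3 µM delta7-dafachronic acid wells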
GAA850 FXN act = frataxin GAA850 promoter activation; HEK293 lucGAA850 FXN promoter luciferase reporter, 24 h; percent of 10 µM SAHA response; activation, % at 6 µM; 360,000 tested, 0.56% active; AID 540364;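 active = activation above the average of all compounds screened plus 3 SD, cutoff fixed separately per campaign, cut at about 7.5% in these data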;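 also: 0% = DMSO wells and 100% = 10 µM SAHA wells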
NPR2 activator = GC-B (human) receptor activation; P20594; activation, % at 10 µM; 370,000 tested, 0.11% active; HEK293-GC-B cells, CNP EC30, cGMP TR-FRET; 0% at EC30 CNP, 100% saturating CNP;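 active = activation at 10 µM reaching about 35% in either raw or pattern-adjusted values, limit read from the data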
sPLA2-III inh = Inhibits HGIII-sPLA2 liposome hydrolysis, primary screen. Q9NZ20. QFRET BODIPY PC-A2 liposome hydrolysis, fluorescence. inhibition, % at 12.2 µM. 370,000 tested, 0.56% active;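 active = inhibition above mean plus 3 SD of compounds lying within the high and low control bounds, cut at about 19% in these data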;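 also: 0% = median of test compound wells and 100% = no enzyme DMSO wells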
Target sequence (Q9NZ20 whole entry, looked up): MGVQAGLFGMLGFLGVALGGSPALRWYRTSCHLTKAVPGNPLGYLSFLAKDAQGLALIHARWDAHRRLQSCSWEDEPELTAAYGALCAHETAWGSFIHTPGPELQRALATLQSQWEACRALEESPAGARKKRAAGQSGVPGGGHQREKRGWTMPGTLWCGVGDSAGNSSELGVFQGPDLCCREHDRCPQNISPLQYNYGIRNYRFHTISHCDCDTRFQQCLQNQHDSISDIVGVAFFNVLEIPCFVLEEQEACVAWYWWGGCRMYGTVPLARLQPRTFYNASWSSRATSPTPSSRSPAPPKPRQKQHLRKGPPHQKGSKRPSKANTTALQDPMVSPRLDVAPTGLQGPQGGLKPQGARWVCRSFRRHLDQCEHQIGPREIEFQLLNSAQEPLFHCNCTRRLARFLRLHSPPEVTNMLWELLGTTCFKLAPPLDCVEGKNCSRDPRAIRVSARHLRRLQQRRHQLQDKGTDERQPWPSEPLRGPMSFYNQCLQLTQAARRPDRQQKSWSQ
SMARCA2 act = SMARCA2 function activation, primary screen; activation, % at 9.1 µM; MG213 cells, MMTV-luciferase reporter, dexamethasone, overnight; AID 652017; 370,000 tested, 1% active; in the data active = activation above about 7.8%;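 also: 0% = vehicle wells and 100% = reference activator wells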
DAX1 inh-1 = inhibits human nuclear receptor DAX1; HEK293 Gal4-DAX1 luciferase reporter, luminescence; 340,000 tested, 0.99% active; inhibition, % at 6.75 µM; AID 504766;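 active = inhibition above the mean over all tested compounds plus 3 SD, cut at about 4.2% in these data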;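 also: 0% = DAX1-transfected cells with DMSO and 100% = empty-vector control cells with DMSO; inhibition shows as a rise in luminescence from relieved DAX1 repression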
Target sequence (P51843 207-470 limits assumed): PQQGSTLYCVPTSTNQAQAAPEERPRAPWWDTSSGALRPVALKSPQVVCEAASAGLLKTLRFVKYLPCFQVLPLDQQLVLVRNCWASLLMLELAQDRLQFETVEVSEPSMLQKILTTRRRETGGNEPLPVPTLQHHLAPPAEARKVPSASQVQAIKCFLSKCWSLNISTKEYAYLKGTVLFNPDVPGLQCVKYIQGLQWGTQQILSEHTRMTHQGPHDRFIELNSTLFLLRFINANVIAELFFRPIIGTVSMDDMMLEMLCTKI
hcDAF12 agonist = H. contortus DAF-12 activation, primary screen; HEK293 hcDAF-12 lit1-tk-luc reporter, luminescence; 0% DMSO, 100% Δ7-dafachronic acid; activation, % at 6.8 µM; 370,000 tested, 1.4% active;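 active = activation above the mean of all tested compounds plus 3 SD, cut at about 5.5% in these data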;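 also: 100% = response to 3 µM Δ7-dafachronic acid high control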
DAX1 inh-2 = inhibitors of DAX1 repression of SF-1 activated StAR promoter | HEK293T StAR-luciferase reporter, SF-1/DAX-1 repression relief | inhibition, % at 6.8 µM | 370,000 tested, 1.1% active | AID 652010;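 active = inhibition above the mean over all tested compounds plus 3 SD, cut at about 3.6% in these data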;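 also: 0% = DAX-1 cells with DMSO and 100% = cells lacking DAX-1 with DMSO; higher inhibition means more luminescence from relief of DAX-1 repression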
Numbers without * were called inactive; . = not tested or not shown. The order is random, and some 6.7% of all compounds hit somewhere here.

SMILES	NPR1 activator	KLK7 zymogen act	hgDAF12 agonist	ssDAF-12 act	GAA850 FXN act	NPR2 activator	sPLA2-III inh	SMARCA2 act	DAX1 inh-1	hcDAF12 agonist	DAX1 inh-2
Cc1cc(C(F)(F)F)nn1CC(=O)NNC(=S)Nc1ccc(F)cc1	2	-0.6	0.7	-1.6	-3.6	5	5	-2	-0.7	-1.1	0.4
O=C(COC(=O)c1ccc([N+](=O)[O-])cc1Cl)NC(=O)c1ccccc1	-1	0.1	2.1	-0.8	-2.2	3	5	-1	-0.1	0.2	2.5
CCOc1ccccc1N(C)S(=O)(=O)c1ccc2[nH]cc(C(=O)N(CCOC)CCOC)c(=O)c2c1	-4	-5.2	-1.2	-0.6	-0.2	-2	-1	1	0.0	-1.7	0.1
Cc1cc(C)c(NC(=O)c2cnn(C)c2)c(C)c1	3	0.7	-0.5	-2.0	-1.5	4	-1	5	2.2	-1.0	0.3
c1cnn(Cc2cnc(N3CCOCC3)s2)c1	0	0.4	0.4	-0.7	0.9	0	3	0	3.1	0.2	0.0
CC(C)Cn1c(=O)c(C(=O)NCc2ccc3c(c2)OCO3)c(O)c2ccccc21	1	-0.9	3.2	-0.3	0.2	-2	18	-3	1.0	-0.6	-0.5
COC(=O)C1CN(Cc2ccc(F)cc2)CCS(=O)(=O)N1Cc1ccc(Cl)cc1 (stereo not given)	-10	-0.1	-1.1	-1.3	.	-4	0	-2	.	-1.3	-1.1
COc1ccc(NC(=O)[C@@H]2CC=C[C@@H]3CCN(Cc4ccccc4)C(=O)[C@@H]32)cc1	-3	0.0	2.0	-1.6	-1.9	7	3	1	0.9	-2.0	-0.1
c1ccc(COc2cccc(CN3CCCCC3)c2)cc1	5	-0.5	0.0	0.0	1.4	3	-6	-1	3.1	-2.0	0.0
CC(C(=O)Nc1cccnc1)C1Sc2ccccc2NC1=O (stereo not given)	0	-0.3	2.5	-0.6	0.0	-6	-6	0	1.3	6.0*	-0.3
Cn1c(CCC(=O)OCC(=O)NCc2ccc3c(c2)OCO3)nc(=O)c2ccccc21	4	0.3	-3.5	-1.3	0.9	6	3	-1	1.9	-1.0	-1.1
COC(=O)C[C@H]1CC[C@@H]2[C@H](COc3ccc(NC(=O)C(C)C)cc3C(=O)N2C)O1	4	0.3	-1.3	-0.8	.	4	19*	2	.	-0.3	0.4
CCN(CC)c1ccc(/C=N/NC(=O)c2nnn(-c3nonc3N)c2-c2ccc(C)cc2)cc1	3	-45	-0.5	-1.6	0.0	3	-13	-1	0.2	-2.1	-3.5
COCCOc1cc(NC(=O)CS(=O)CC(=O)N(C)C)c(Cl)cc1Cl (stereo not given)	-2	-0.2	0.5	-1.1	-0.6	-4	-4	1	1.9	-1.0	0.0
CCOC(=O)CC[C@@]1(C(=O)OCC)C[C@@H](CC(=O)NCc2ccc(C)o2)C(=O)N2CCCC=C21	-3	-0.4	-1.3	-1.0	.	-6	-5	-3	.	-1.2	0.2
COc1ccc(C(C(=O)NC(C)(C)C)N(C(=O)CNC(=O)c2cccs2)c2ccc(C)cc2)cc1OC (stereo not given)	-3	0.1	-1.6	-1.3	-7.2	1	-2	-1	1.1	3.9	-0.9
Cn1c(=O)[nH]c(=O)c2c1nc(NCCCO)n2Cc1ccc(F)cc1	17	-0.1	-0.4	-1.4	-0.4	6	4	0	1.5	-1.3	0.3
CC12CCC(C(=O)N(NC(=O)c3cccnc3)C1=O)C2(C)C (stereo not given)	2	-0.1	0.2	-1.7	-0.1	4	-2	0	-0.2	2.5	0.1
CC[C@H]1OC(=O)[C@H](C)[C@@H](O[C@H]2C[C@@](C)(OC)[C@@H](O)[C@H](C)O2)[C@H](C)[C@@H](O[C@@H]2O[C@H](C)C[C@H](N(C)C)[C@H]2O)[C@](C)(O)C[C@@H](C)[C@@H]2N[C@@H](COCCOC)O[C@H]([C@H]2C)[C@]1(C)O	4	0.6	-0.9	-1.3	2.4	-6	-3	-4	-0.9	0.2	-0.3
Cc1ccc(-c2nn(C)c(=O)c3ccccc23)cc1CO	1	0.6	-0.5	-1.0	-0.1	3	-1	0	0.5	0.6	-0.6
Cc1ccccc1CCN(C(=O)CN1C(=O)c2ccccc2S1(=O)=O)C(C(=O)NCC1CCCO1)c1ccncc1 (stereo not given)	0	-0.2	0.9	-0.4	-2.8	8	0	9.0*	-0.8	-0.6	0.4
Cc1cccc(NC(=O)c2nc[nH]c2C(=O)N[C@@H](CCCCNC(=O)OC(C)(C)C)C(=O)OC(C)(C)C)c1	3	-1.5	-1.1	-1.5	-1.2	0	-22	1	-2.7	-2.7	-0.1
CCc1ccc(-c2cc(C)no2)cc1S(=O)(=O)NCc1ccco1	2	0.9	-0.1	-1.5	0.2	-5	-7	6	0.1	-1.5	0.0
Cc1[nH]c2ccc(C(C)C)cc2c1CC(=O)O	2	1.0	-1.4	-0.4	2.3	-2	2	-4	.	-0.5	0.2
Cc1ccc(/C(O)=C2\C(=O)C(=O)N(CCc3c[nH]c4ccccc34)C2c2cccnc2)cc1 (stereo not given)	5	-0.6	-3.1	-0.8	-0.1	1	-13	-1	0.0	0.6	0.1
O=C(Cn1cnc([N+](=O)[O-])n1)NC1CC1	2	0.1	1.0	-1.7	-0.6	3	-1	-2	2.2	-0.7	0.7
COc1ccc(NC(=O)/C(C#N)=C\c2cc(OC)c(OCc3ccc(C(=O)O)cc3)cc2Br)cc1	4	0.2	-2.5	-1.4	-1.5	-1	7	-1	-0.3	-1.5	-0.4
O=C(Nc1nc2ccccc2s1)c1cc2c(s1)-c1ccccc1OC2	7	0.1	2.5	-0.3	1.8	-8	-6	-1	3.4	-1.1	-0.1
CCn1c(SCC(=O)Nc2nc3c(s2)CCCC3)nnc1-c1ccccc1	0	0.3	1.2	-1.3	0.8	-1	-10	-2	0.1	-1.2	0.2
Cc1ccc(/C=C/C(=O)OCC(=O)NCc2ccc(Cl)cc2)o1	3	-0.3	3.3	-1.6	1.5	2	-14	7	-0.1	-1.7	3.4
CCN(C(=O)COC(=O)CCC(=O)c1cccs1)c1c(N)n(Cc2ccccc2)c(=O)[nH]c1=O	3	-0.1	0.1	-1.5	0.2	8	4	-1	0.7	-0.2	1.4
CC(=O)Oc1ccc(N(C(C)=O)S(=O)(=O)c2cc([N+](=O)[O-])ccc2C)cc1	4	-0.3	-3.5	-0.1	0.1	0	-1	-1	-0.4	-2.6	0.2
CCC1Sc2ccc(S(=O)(=O)Nc3ccc(OC)c(OC)c3)cc2NC1=O (stereo not given)	-5	0.1	-7.7	-1.4	-0.6	-3	-12	-4	-1.6	-3.4	-1.3
CCOC(=O)Cc1csc(NC(=S)NC(=O)CC(C)C)n1	1	0.2	-1.7	-1.4	-0.2	-4	5	1	-0.4	-4.5	-0.4
N#C/C(=C/c1ccc(-c2ccc([N+](=O)[O-])cc2)o1)C(=O)Nc1nc(-c2cccs2)cs1	-9	0.5	-1.8	0.4	0.4	-8	-8	1	0.3	0.5	0.0
Cc1ccc2nnc(Cl)n2n1	1	-0.1	-2.5	-1.6	-2.3	1	1	1	-0.3	0.7	-0.3
Cc1cccc(OCC(=O)N(Cc2cccs2)C2CCS(=O)(=O)C2)c1C (stereo not given)	-1	-0.3	-3.4	-1.1	-0.6	0	-7	-2	-0.6	-0.8	-0.2
Cc1ccc(C(=O)NCCc2nnc3ccc(SCC(=O)Nc4cc(C)on4)nn23)cc1	2	-0.7	-2.9	-1.2	1.9	-1	0	3	2.0	-1.7	-0.4
CCOC(=O)c1ccc(NC(=O)COc2ccc(S(=O)(=O)NC(C)C)cc2)cc1	6	0.0	-2.7	-2.6	1.0	-3	-31	-3	-2.3	-3.9	-1.0
COc1cc(C(=O)N2CCN(S(=O)(=O)c3ccc(F)cc3)CC2)cc(OC)c1OC	-4	0.0	-1.1	-0.9	-0.6	-2	2	1	0.5	0.8	0.4
CSc1cccc(NS(=O)(=O)c2ccccc2)c1	-5	0.7	3.2	-1.4	0.5	-2	-6	-2	-0.3	-2.0	0.2
O=C(CCNS(=O)(=O)c1ccccc1)N1CCN(c2ccccc2F)CC1	-3	0.2	3.7	-1.1	0.6	1	1	-1	0.6	-2.6	0.3
CC(=O)c1c(C)nc2ccccc2c1N	11	-1.0	0.3	-1.1	1.2	-1	2	-1	0.5	-0.5	-0.2
CN(C)C(=O)COC(=O)c1cccc(CN2C(=O)c3ccccc3C2=O)c1	0	0.1	-1.3	-0.8	-0.6	1	1	-3	2.2	-0.1	0.1
Cc1ccc(C)c(NC(=O)CSc2nc(=O)n(CCN3CCOCC3)c3c2CCCC3)c1	0	0.2	-2.4	-0.6	0.1	-6	-2	-1	-1.4	-0.2	-1.7
Cc1cccc(OCCCC(=O)Nc2ccc(S(=O)(=O)Nc3ncccn3)cc2)c1C	1	-0.6	1.9	-0.9	-0.5	-1	-16	-1	0.4	0.0	1.2
COc1ccc(COc2ccsc2C(=O)Nc2ccc(Cl)cc2)cc1	-4	-0.1	1.8	-1.7	1.4	-7	3	3	-0.1	2.3	0.1
COc1ccc(NC(=O)C2CCCN(C(=O)c3ccc(Cl)cc3)C2)cc1S(=O)(=O)N(C)C (stereo not given)	0	-0.2	0.2	-0.5	0.0	-2	0	-1	-1.0	-1.5	-0.4
O=C(COc1ccc(S(=O)(=O)N2CCCCC2)cc1)NCc1cccnc1	-4	-0.6	-0.1	-1.0	1.9	-6	5	-4	-0.2	-0.2	-0.1
CCC1CCCCN1C(=O)CSc1nc2c([nH]c3ccccc32)c(=O)n1C (stereo not given)	1	-0.5	0.7	0.4	-3.3	1	4	3	0.1	4.1	0.0
CC1Cc2cc(/C(O)=C3/C(=O)C(=O)N(CCCn4ccnc4)C3c3ccc(Br)cc3)ccc2O1 (stereo not given)	11	-0.3	0.1	-0.8	-0.6	1	-17	-2	-0.6	0.1	-0.1
CCCCNC(=S)N(CCCN(C)C)Cc1cc2cc3c(cc2[nH]c1=O)OCO3	-1	4.3	-0.2	-0.5	1.8	-1	-3	-2	2.1	-1.8	-0.2
COC(=O)C1=C(O)/C(=C\c2ccc(O)c(OC)c2)N=C1C	-15	0.3	-0.4	-1.2	2.4	-14	-2	1	2.9	-0.9	0.0
O=C(Cn1cccc1C(=O)c1ccccc1)NCCN1CCOCC1	6	-0.1	1.5	-0.8	0.9	7	-1	0	0.7	1.2	-0.4

Complete entries from above. Values in the order: NPR1 activator | KLK7 zymogen act | hgDAF12 agonist | ssDAF-12 act | GAA850 FXN act | NPR2 activator | sPLA2-III inh | SMARCA2 act | DAX1 inh-1 | hcDAF12 agonist | DAX1 inh-2
CC1Cc2cc(/C(O)=C3/C(=O)C(=O)N(CCCn4ccnc4)C3c3ccc(Br)cc3)ccc2O1 (stereo not given) as listed: 11 | -0.3 | 0.1 | -0.8 | -0.6 | 1 | -17 | -2 | -0.6 | 0.1 | -0.1
CCCCNC(=S)N(CCCN(C)C)Cc1cc2cc3c(cc2[nH]c1=O)OCO3 as listed: -1 | 4.3 | -0.2 | -0.5 | 1.8 | -1 | -3 | -2 | 2.1 | -1.8 | -0.2
CCC1CCCCN1C(=O)CSc1nc2c([nH]c3ccccc32)c(=O)n1C (stereo not given) as listed: 1 | -0.5 | 0.7 | 0.4 | -3.3 | 1 | 4 | 3 | 0.1 | 4.1 | 0.0

Bioassay records from PubChem BioAssay.
